Screens as filed in PubChem.
NCI-60 one-dose screen, 48 h, at 10 µM unless noted. Numbers give growth in % (100 = growth as untreated, 0 = no growth, -100 = all killed).
HOP-62: HOP-62 NSCLC; 80,000 tested, 3.9% active; AID 1794735
EKVX: EKVX NSCLC; 71,000 tested, 3% active; AID 1794765
MOLT-4: MOLT-4 leukemia cells. 80,000 tested, 6.9% active
Starred values were filed as active, the others as inactive. Rule for the calls: active = growth percent below 10; inactive = the rest.

SMILES | HOP-62 | EKVX | MOLT-4
CCCCOc1ccc(CC(=O)NO)cc1 | 101 | 103 | 76

The list is partial; count on the stated rates, not on these rows.
